PGC1a acetyl inh: inhibitors of PGC1a acetylation signal, primary screen, cell-based, U2OS, AlphaScreen, inhibitor mode | AlphaScreen anti-acetyl-lysine; with virally co-expressed GCN5 acetyltransferase | inhibition, % at 15.6 µM | 350,000 tested, 0.17% active | AID 651687, 2012;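 active means every replicate shows inhibition of at least 40%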;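 further: 0% = neutral control wells and 100% = positive control wells; some results beyond the cut were filed as inactive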
Cneo AK release: Cryptococcus neoformans cell lysis inducers, primary screen, AK release luminescence, single concentration. C. neoformans lysis, adenylate kinase release luminescence, 4 h; normalised: neutral wells 0, clomiphene wells 100. lysis activity, % at 15 µM. 360,000 tested, 0.2% active. AID 651654, 2012;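 active means mean lysis activity across replicates of at least 80%, whatever share of replicates individually reach that level; inactive means mean lysis activity below 80%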
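Schedule: static 4 h at 37 °C with compound, 1 h detection; system: C. neoformans cells; benchmarks: Clomiphene as positive control; buffer or medium: fresh YPD medium; measure: luminescence rise reflecting yeast cell lysis; measured by: luminescent adenylate kinase detection reagent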
ERAP1 HTS inh: human ERAP1 aminopeptidase inhibitors, primary screen, biochemical, single point, plate reader; Endoplasmic reticulum aminopeptidase 1 (Homo sapiens), Q9NZ08; recombinant ERAP1, Leu-AMC fluorescence, 60 min; inhibition, % at 10.7 µM; 340,000 tested, 0.15% active; AID 652197, 2013;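 active means mean replicate inhibition of at least 30%, or all replicates individually reaching that 30% level; inactive means mean below 30% and not every replicate reaching it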;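 further: 0% = neutral control wells and 100% = L-leucinethiol positive control wells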
Xi reactivation: activators of inactive X chromosome reactivation, primary screen, imaging, XiGFP fibroblasts, GFP high-content imaging, set 2; 360,000 tested, 0.055% active; XiGFP mouse fibroblasts, % GFP-positive cells imaging, 3 d; cells co-treated with 5-aza-dC sensitizer; scaled so ellipticine positive control = 100%; activation, % at 7.58 µM;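 active means mean normalized replicate activation at least 10% and every replicate at or above 10%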;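 further: 0% = median of on-plate neutral control wells and 100% = ellipticine 6 µM median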
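System: XiGFP fibroblasts, SV40-immortalized. Medium: DMEM plus 5-aza-dC sensitizer. Doses: single point. Timing: 3 d treatment, 15 min room-temperature fixation. Control set: ellipticine 6 µM.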
LGR2 inh: inhibitors of bursicon-induced LGR2 CRE-luciferase signal, primary screen, cell-based, HEK293, CRE-luciferase reporter, bursicon stimulation. AID 720647, 2013. bursicon-stimulated, 4 h. 380,000 tested, 0.35% active. inhibition, % at 9.99 µM;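 active means drop in luminescence signal, shown as inhibition above about 50% in the replicate tests, limit read from the data, passing the limit was not always enough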;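 further: agonist challenge used bursicon conditioned medium at about half maximal strength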
S100A4 inh HTS: inhibitors of S100A4-myosin IIA peptide binding, primary screen, biochemical, fluorescence polarization, TAMRA-MyoIIA peptide. 360,000 tested, 0.14% active. Protein S100-A4 (Homo sapiens), P26447. AID 652163, 2013. inhibition, % at 10.7 µM;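 active means mean inhibition of at least 70% across replicates, with every replicate also reaching that level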
Target sequence (P26447 whole entry, looked up): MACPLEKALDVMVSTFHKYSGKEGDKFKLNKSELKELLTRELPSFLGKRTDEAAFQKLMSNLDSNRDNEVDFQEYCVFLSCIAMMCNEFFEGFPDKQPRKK
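Test system: S100A4 monomer protein. Medium: HEPES buffer with Ca2+, pH 7.2. Reagent: fluorescent myosin IIA peptide, 5 nM. Compound dosing: single-point compound testing. Timing: 5 min between mix addition and reading. Benchmarks: DMSO neutral and TFP positive wells.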
C2C12 statin: suppressors of statin myotoxicity in C2C12 myotubes, primary screen, cell-based, single point, plate reader; 330,000 tested, 0.78% active; rescue of ATP level, % at 7.49 µM; C2C12 myotubes + simvastatin, ATP luminescence, 48 h; scaled: DMSO 0, geranylgeraniol control 100; AID 602340, 2012;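 active means mean ATP rescue above about 67%, or every replicate alone reaching that limit, limit read from the data, passing the limit was not always enough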;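 further: myotubes were challenged with 10 µM simvastatin during compound exposure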
SIRT5 inh: SIRT5 desuccinylase inhibitors, primary screen, biochemical, fluorescence imaging, single point, set 5. AID 652115, 2013. Purified SirT5, succinyl-peptide AMC, trypsin-coupled fluorescence. inhibition, % at 15 µM. 330,000 tested, 1.1% active. NAD-dependent protein deacylase sirtuin-5, mitochondrial (Homo sapiens), Q9NXA8; in the data active means inhibition above about 15%
Target sequence (Q9NXA8 whole entry, looked up): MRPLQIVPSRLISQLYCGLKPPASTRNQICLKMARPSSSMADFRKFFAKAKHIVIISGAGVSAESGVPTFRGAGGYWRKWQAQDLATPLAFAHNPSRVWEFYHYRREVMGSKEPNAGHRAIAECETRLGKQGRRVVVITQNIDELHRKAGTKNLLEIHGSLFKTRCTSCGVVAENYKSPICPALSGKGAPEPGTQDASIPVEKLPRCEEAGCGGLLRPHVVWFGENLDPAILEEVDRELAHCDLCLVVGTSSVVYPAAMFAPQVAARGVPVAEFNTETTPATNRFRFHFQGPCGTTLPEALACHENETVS
* = called active by the depositor; . = no result given.

SMILES | PGC1a acetyl inh | Cneo AK release | ERAP1 HTS inh | Xi reactivation | LGR2 inh | S100A4 inh HTS | C2C12 statin | SIRT5 inh
O=C1CCC(=O)N(O)CCCCCNC(=O)CCC(=O)N(O)CCCCNC(=O)CCC(=O)N(O)CCCCCN1 | 6 | 9 | -1 | . | . | 0 | 7 | .
CCn1c(=O)c2ccccc2n2c(SCC(N)=O)nnc12 | . | -1 | 0 | 0.0 | -2 | -3 | 3 | -2
CO[C@H]1CN(C)C(=O)c2cc(NC(=O)Cc3ccccc3)ccc2OC[C@H](C)N(C(C)=O)C[C@@H]1C | -12 | 1 | -1 | 0.0 | -8 | 10 | -10 | 0
O=C(N/N=C/c1ccccc1F)c1cccc(NC(=O)c2ccccc2Cl)c1 | 0 | -2 | -1 | 0.1 | -18 | -1 | -5 | 0
CCCNC(=O)c1cc(C2CCCN(C(=O)c3ccc(OC)cc3)C2)on1 (centres undefined) | 4 | 4 | 6 | 0.0 | 9 | 1 | 3 | 4
CCC1C(=O)Nc2ccccc2N1C(=O)COc1ccccc1 (centres undefined) | 3 | 4 | 3 | 0.2 | 15 | -4 | -7 | -3
NC(=O)c1nc[nH]c1C(=O)Nc1cccc(C(F)(F)F)c1 | . | 2 | -4 | 0.0 | -20 | -1 | -8 | -3
O=C(Cc1cccnc1)N[C@H]1CC[C@@H](CCn2cc(Cc3ccccc3)nn2)O[C@@H]1CO | -4 | 1 | 0 | 0.7 | -4 | -6 | 6 | 0
COc1cccc(NC(=O)CNc2cc(S(=O)(=O)N3CCOCC3)ccc2N2CCCC2)c1 | . | -8 | 3 | 0.3 | -10 | -3 | 4 | 0
CCC1(CC)N=C(c2ccccc2)C(=S)N1 | 6 | 2 | -4 | 0.2 | -21 | -5 | -10 | -5
COC(=O)c1cc(OC)c(OC)cc1NC(=O)C(C)Sc1ccc(C)cc1 (centres undefined) | -9 | 2 | -3 | . | -7 | 0 | -20 | -1
CO[C@@H]1CN(C)C(=O)c2ccc(NC(=O)Nc3cc(F)ccc3F)cc2OC[C@@H](C)N(C(=O)c2ccccn2)C[C@@H]1C | -17 | -1 | 2 | 0.3 | -6 | -25 | 11 | .
Nn1c(COc2ccc(Cl)cc2)nc2ccccc2c1=O | -3 | 0 | -1 | -0.1 | -24 | -5 | 8 | 0
O=C(CNC(=O)c1ccccc1Br)Nc1cccc(S(=O)(=O)Nc2ccccc2Cl)c1 | -3 | -1 | -6 | 0.2 | 13 | -2 | 6 | 1
Clc1cccc(-c2nc3ccc(Br)cn3c2Cc2ccccc2)c1 | -12 | -1 | 0 | 0.0 | -83 | -14 | 0 | -3
C[C@@H]1CN([C@@H](C)CO)C(=O)c2cc(Br)cnc2O[C@H]1CN(C)C(=O)c1ccccc1 | -19 | -3 | 1 | 0.6 | -7 | 3 | 10 | -2
COc1cc(OC)cc(-c2sc3ccc(OC)cc3c2-c2ccc(O)cc2)c1 | -8 | 4 | 7 | 0.8 | . | -9 | -49 | .
C[C@@H]1CCCCO[C@H](CN(C)S(=O)(=O)c2ccc(F)cc2)[C@H](C)CN([C@@H](C)CO)C(=O)c2cc(NC(=O)c3ccccc3)ccc2O1 | -10 | 1 | -1 | 0.1 | 26 | -1 | . | 7
COc1ccccc1N1CCN(CCN2C(=O)CC3(CCCC3)CC2=O)CC1 | . | 0 | -7 | 0.0 | . | 6 | 3 | 0
COc1ccc(C(C(=O)NC2CCCCC2)N(Cc2cccnc2)C(=O)c2snc(C(N)=O)c2N)cc1 (centres undefined) | 3 | 4 | -2 | 0.0 | -18 | 0 | -65 | .
Cc1ccc(S(=O)(=O)N(C)C[C@H]2OCCCC[C@@H](C)Oc3ccc(NC(=O)CCCN(C)C)cc3C(=O)N([C@@H](C)CO)C[C@@H]2C)cc1 | 9 | -2 | -2 | 0.1 | -32 | 3 | . | -4
O=C(CSc1nc2ccsc2c(=O)n1CC1CCC(C(=O)O)CC1)c1ccc(Cl)cc1 (centres undefined) | . | . | -1 | -0.1 | 30 | -3 | . | 16*
CCc1cnc(N2[C@H](C#N)[C@H](c3ccc(C4=CCCC4)cc3)[C@@H]2CO)s1 | 0 | 2 | 4 | 0.0 | 5 | 1 | -5 | 4
CCOC(=O)C1=C(c2ccccc2)N(C)C(=O)NC1c1ccc(O)c(OC)c1 (centres undefined) | -4 | 2 | -2 | . | -6 | 1 | 16 | 1
CCCCOc1ccc(-c2nc(=S)[nH][nH]2)cc1 | -5 | 0 | . | . | -41 | . | 12 | .
CO[C@@H]1CN(C)C(=O)c2ccc(NC(=O)C3CC3)cc2OC[C@H](C)N(C(=O)Cc2ccccn2)C[C@@H]1C | 4 | 4 | 0 | 0.3 | -17 | -5 | 1 | 0
COc1ccccc1NS(=O)(=O)c1cccc(N2CC(O)=C(c3ccccc3)C2=N)c1 | . | . | 1 | 0.2 | 0 | -1 | . | 0
CCOc1ccc(-c2cn(-c3ccccc3OC)c(=S)[nH]2)cc1 | . | 2 | -2 | 0.0 | 9 | 2 | -18 | 0
COCC(=O)NC[C@H]1N[C@H](CO)[C@H]1c1ccc(-c2ccccc2F)cc1 | 7 | -2 | 3 | -0.1 | 8 | 7 | -10 | 5
NS(=O)(=O)c1cc(C(=O)O)cc(N2CCCC2)c1Oc1ccccc1 | 10 | 0 | 2 | 0.0 | 12 | -33 | 1 | -7
Cc1cc(C(=O)OCC(=O)NC(C)c2ccccc2)c(C)o1 (centres undefined) | . | . | 1 | 0.0 | 9 | 1 | 3 | 0
CCOc1ccc(S(=O)(=O)N2CCC(C(=O)N3CCN(c4ccccc4)CC3)CC2)cc1 | . | -2 | 2 | 0.3 | 12 | 0 | -6 | -4
Cc1nnc(Sc2cc(NCCCO)c([N+](=O)[O-])c3nonc23)s1 | 20 | . | 28 | 1.0 | 8 | -4 | . | 1
CCN(CC)CCCNC(=O)c1cc2cc(Cl)ccc2nc1N | . | . | 7 | 0.1 | -5 | -4 | . | -7
Cc1cccc(OCCn2c(=O)sc3ccccc32)c1 | -7 | -11 | . | . | -65 | . | 7 | .
O=C(CN1CCOCC1)NCC[C@@H]1CC[C@@H](NC(=O)c2ccc3c(c2)OCO3)[C@H](CO)O1 | -5 | -5 | -4 | 0.0 | 0 | 2 | -1 | -4
CN(c1ccccc1)S(=O)(=O)c1cccc(C(=O)NCC(c2cccs2)N2CCOCC2)c1 (centres undefined) | -6 | 1 | -1 | 0.3 | 9 | -11 | 1 | 0
COc1cc(C2CC(=O)Oc3c(C(CCN4CCOCC4)c4ccc(N(C)C)cc4)c(OC)cc(OC)c32)cc(OC)c1OC (centres undefined) | 1 | 7 | 4 | -0.1 | 4 | -1 | 2 | .
CC(=O)c1sc(NC(=O)C2CC(=O)N(Cc3ccccc3)C2)nc1-c1ccccc1 (centres undefined) | . | . | 4 | -0.1 | 0 | -5 | . | -3
N#Cc1cccc(-c2ccc3c(c2)[C@@H]2[C@@H](CCN2C(=O)CN2CCOCC2)[C@@H](CO)N3)c1 | 11 | 1 | . | 0.1 | -4 | . | -4 | .
COc1ccc(S(=O)(=O)N2CCC(C(=O)N[C@@H](C)C(=O)NCc3ccc(F)cc3)CC2)cc1 | -5 | -1 | -1 | 0.1 | 6 | -12 | 5 | -2
CCNC(=O)C[C@@H]1CC[C@H](NS(=O)(=O)c2ccc(C)cc2)[C@@H](CO)O1 | -5 | 1 | -1 | -0.3 | -20 | 11 | 11 | 0
Cc1cccc(C(C)C)c1NC(=O)c1ccc(COc2ccc3c(C)cc(=O)oc3c2)cc1 | . | . | 1 | 0.1 | . | 5 | . | -6
O=C(NNC(=S)NC(=O)c1ccc(F)cc1)c1cccnc1 | 18 | 3 | -1 | 0.1 | -1 | 6 | -5 | 0
Cc1ccccc1CN1CCN(Cc2cc(=O)c3ccccc3[nH]2)CC1CCO (centres undefined) | 7 | -2 | -1 | 0.0 | 3 | -3 | 0 | 0
CCOC(=O)C1CCN(C(=O)c2cc(S(=O)(=O)N3CCCCC3)ccc2C)CC1 | -11 | 1 | -1 | -0.1 | -3 | 2 | . | -5
CCCc1cc(=O)oc2cc(OCc3ccc(C(=O)O)o3)ccc12 | 4 | 1 | -2 | 0.0 | -6 | -8 | 3 | -10
O=C(Nc1cccc(Cl)c1)N1C[C@H]2[C@@H](c3ccccc31)[C@@H](CO)N2C(=O)c1ccncc1 | -12 | -3 | 0 | 0.1 | -8 | 5 | 11 | 2
COc1ccc(C2C(Oc3ccccc3)C(=O)N2c2cc(C)ccc2C)cc1OC (centres undefined) | -12 | -4 | . | . | 22 | . | 73* | .

Entries above containing fluorine, in the order listed:
SMILES | PGC1a acetyl inh | Cneo AK release | ERAP1 HTS inh | Xi reactivation | LGR2 inh | S100A4 inh HTS | C2C12 statin | SIRT5 inh
O=C(N/N=C/c1ccccc1F)c1cccc(NC(=O)c2ccccc2Cl)c1 | 0 | -2 | -1 | 0.1 | -18 | -1 | -5 | 0
NC(=O)c1nc[nH]c1C(=O)Nc1cccc(C(F)(F)F)c1 | . | 2 | -4 | 0.0 | -20 | -1 | -8 | -3
CO[C@@H]1CN(C)C(=O)c2ccc(NC(=O)Nc3cc(F)ccc3F)cc2OC[C@@H](C)N(C(=O)c2ccccn2)C[C@@H]1C | -17 | -1 | 2 | 0.3 | -6 | -25 | 11 | .
C[C@@H]1CCCCO[C@H](CN(C)S(=O)(=O)c2ccc(F)cc2)[C@H](C)CN([C@@H](C)CO)C(=O)c2cc(NC(=O)c3ccccc3)ccc2O1 | -10 | 1 | -1 | 0.1 | 26 | -1 | . | 7
COCC(=O)NC[C@H]1N[C@H](CO)[C@H]1c1ccc(-c2ccccc2F)cc1 | 7 | -2 | 3 | -0.1 | 8 | 7 | -10 | 5
COc1ccc(S(=O)(=O)N2CCC(C(=O)N[C@@H](C)C(=O)NCc3ccc(F)cc3)CC2)cc1 | -5 | -1 | -1 | 0.1 | 6 | -12 | 5 | -2
O=C(NNC(=S)NC(=O)c1ccc(F)cc1)c1cccnc1 | 18 | 3 | -1 | 0.1 | -1 | 6 | -5 | 0

Not all compounds are listed, so the mix of outcomes need not match the whole.
